# PTHR1 ag – qHTS for PTHR1 Agonists: Primary Screen. Parathyroid hormone/parathyroid hormone-related peptide receptor (Homo sapiens), Q03431. HEK293 GP2 PTHR1 cells, GloSensor cAMP luminescence, 1 h. Potency, µM (highest dose often 115 µM), for inactives: top-dose activation, hits mostly activators. 410,000 compounds, 0.075% hits; further: potency means the concentration at half of the fitted maximal effect; nearly all actives have a fitted effect of over 55% in size; some results filed as inactive show a strong effect at the top dose; inactives centre near -15; many of its hits are not listed in these tables
# Target sequence (Q03431 whole entry, looked up): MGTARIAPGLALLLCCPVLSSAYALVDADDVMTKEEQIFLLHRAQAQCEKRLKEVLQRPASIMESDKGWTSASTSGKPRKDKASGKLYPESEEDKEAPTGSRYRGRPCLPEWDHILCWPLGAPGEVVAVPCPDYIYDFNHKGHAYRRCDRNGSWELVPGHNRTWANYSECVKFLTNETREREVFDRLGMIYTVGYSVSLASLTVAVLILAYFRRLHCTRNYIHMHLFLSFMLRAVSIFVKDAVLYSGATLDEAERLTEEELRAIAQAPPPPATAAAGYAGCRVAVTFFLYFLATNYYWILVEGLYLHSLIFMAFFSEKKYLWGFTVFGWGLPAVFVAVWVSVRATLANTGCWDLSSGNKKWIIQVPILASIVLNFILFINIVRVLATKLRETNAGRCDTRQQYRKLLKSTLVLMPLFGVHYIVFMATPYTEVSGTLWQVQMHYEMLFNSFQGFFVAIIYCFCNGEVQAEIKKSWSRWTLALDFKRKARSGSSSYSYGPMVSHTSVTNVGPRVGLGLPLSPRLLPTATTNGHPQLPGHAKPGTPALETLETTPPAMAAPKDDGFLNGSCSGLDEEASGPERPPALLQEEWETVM
#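 HEK-293-derived GP2 cells expressing PTHR1 and a GloSensor cAMP reporter, 3,000/well, plated overnight, given luciferin plus IBMX (each 0.5 mM as added) for 1 h at 37 °C, then compound for 1 h at 37 °C. Luminescence was read after 15 min at room temperature.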
# MmCpn inh – Inhibitors of TCP-1 ring complex (TRiC) of Methanococcus maripaludis (MmCpn): qHTS; purified Mm-Cpn ATPase, ADP Transcreener TR-FRET; AID 504842, 2011; Potency, µM (doses to about 76.9 µM), for inactives: at the highest dose activity, negative = inhibition, usual class: inhibitors; Chaperonin Mm-Cpn (Methanococcus maripaludis); 330,000 compounds, 0.031% hits; further: potency means the concentration at half of the fitted maximal effect; on the % scale 0 is the no-effect control and ±100 the full control effect; nearly all actives have a fitted effect of over 80% in size
#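 ATPase read-out: TR-FRET ADP immunoassay (anti-ADP Eu cryptate vs ADP-d2), ex 320 nm, em 590/665 nm; signal drops as ADP forms. Enzyme 25 nM, ATP 10 uM, 30 min at 37°C after 10 min compound preincubation.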
# GLP-1R inv ag – qHTS of GLP-1 Receptor Inverse Agonists (Inhibition Mode). Potency, µM (series often up to 38.3 µM), for the others: at the highest dose activity change, negative = inhibition, most hits filed as inhibitors. HEK293 GLP-1R CRE-luciferase, luminescence, 24 h; GLP-1R form is constitutively active. AID 624417, 2012. 410,000 compounds, 1.6% hits. Glucagon-like peptide 1 receptor (Homo sapiens), P43220; further: potency means the concentration at half of the fitted maximal effect; on the % scale 0 is the no-effect control and ±100 the full control effect; nearly all actives have a fitted effect of over 55% in size
# Target sequence (P43220 whole entry, looked up): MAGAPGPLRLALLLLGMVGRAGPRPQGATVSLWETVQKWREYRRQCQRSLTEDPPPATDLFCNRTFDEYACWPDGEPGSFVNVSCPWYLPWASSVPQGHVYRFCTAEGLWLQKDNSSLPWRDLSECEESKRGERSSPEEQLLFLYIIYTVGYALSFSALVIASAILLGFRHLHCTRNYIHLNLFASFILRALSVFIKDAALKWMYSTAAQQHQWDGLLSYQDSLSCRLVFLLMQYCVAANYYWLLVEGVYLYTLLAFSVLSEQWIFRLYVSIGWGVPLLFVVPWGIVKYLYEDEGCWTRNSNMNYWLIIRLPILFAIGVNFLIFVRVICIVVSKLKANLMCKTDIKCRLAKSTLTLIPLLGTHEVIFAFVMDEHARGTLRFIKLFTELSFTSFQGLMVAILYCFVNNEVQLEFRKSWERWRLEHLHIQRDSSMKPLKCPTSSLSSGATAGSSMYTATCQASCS
#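 qHTS in 1536-well format: reporter HEK293 cells expressing constitutive GLP-1R activity in DMEM + 10% Nu serum, 24 hr with compounds at 37 deg C, luminescence read after 12 min with detection reagent.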
# TDP43 rescue – qHTS of TDP-43 Inhibitors; 410,000 compounds, 1.8% hits; Potency, µM (doses to about 46.1 µM), without a hit: top-dose growth rescue (activation), usual class: activators; TDP-43 expressing yeast growth rescue, BacTiter-Glo, 24 h; AID 652104, 2013; further: potency means the concentration at half of the fitted maximal effect; % of control where 0% means no effect; nearly all actives have a fitted effect of over 50% in size
#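 Galactose-induced TDP-43 yeast, OD600=0.02, compound pinned; 24 hr, 30 deg C; BacTiter-Glo luminescence for growth. Inhibitors of TDP-43 toxicity read as activators.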
# FUS suppressor – qHTS for Suppressors of FUS Proteinopathy: Primary screen using FUS-linked yeast assay; S. cerevisiae FUS-expressing, growth rescue, OD600, 24 h; Potency, µM (top dose mostly 76.6 µM), without a hit: at the top dose growth rescue (activation), most hits filed as activators; 390,000 compounds, 0.24% hits;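 further: potency means the concentration at half of the fitted maximal effect; plate controls were DMSO vehicle for no effect and reference control for full effect; nearly all actives have a fitted effect of over 55% in size; some results filed as inactive show a strong effect at the top dose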
#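 Compound concentration series was pinned onto galactose-induced FUS-expressing yeast seeded at OD 0.005. Plates sat 24hr at 30C; absorbance at 600 nm gave growth. DMSO served as background control.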
# aSyn rescue – qHTS of alpha-syn Inhibitors | 370,000 compounds, 0.14% hits | Potency, µM (titrated, usually from 46.1 µM), for the others: at the top dose growth rescue (activation), hits mostly activators | AID 652106, 2013 | Yeast expressing alpha-synuclein, growth rescue, BacTiter-Glo, 24 h; further: potency means the concentration at half of the fitted maximal effect; % of control where 0% means no effect; nearly all actives have a fitted effect of over 65% in size
#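 Screening used galactose-induced yeast with toxic alpha-synuclein levels, exposed to compound for 24 hr at 30 deg C. Cell growth, read with BacTiter-Glo luminescence, gave the measured signal.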
# HEK293 tox – qHTS of GLP-1 Receptor Inverse Agonists: Cytotox Screen; Potency, µM (top dose mostly 38.3 µM), without a hit: at the top dose activity change, negative = inhibition, actives largely listed as inhibitors; HEK293 cAMP-luciferase reporter cells, luminescence, 24 h; 410,000 compounds, 0.13% hits;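 further: loss of luciferase light is scored as toxicity; potency means the concentration at half of the fitted maximal effect; on the % scale 0 is the no-effect control and ±100 the full control effect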
#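 Here, cytotoxicity is scored as loss of luminescence. The MLSMR collection was tested on cells seeded in medium containing 10% Nu serum, with a 24 hr compound exposure preceded by 12 hours of culture.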
# pAkt inh – HTS Assay for Inhibitors of Akt Phophorylation: Primary Screen | Neuro2A IGF-stimulated pAkt S473 HTRF, 20 min; active compounds read low | activity change, % for hits at 50 µM | 360,000 compounds, 0.32% hits | AID 651550, 2012; in the data active means activity change below about -80%; inconclusive means mostly about -51% to -80%; further: on the % scale 0 is the no-effect control and ±100 the full control effect
#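 Neuro2A cells (4,500/well, DMEM with 0.5% FBS) were treated with compound at a single 50 µM final concentration, stimulated with 6 nM IGF for 20 min at 37 °C, and lysed. Phospho-Akt Ser473 was read by HTRF as 665/615 ratio ×10^4.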
# Abeta rescue – qHTS for compounds that reverse cellular toxicity of Amyloid beta (A-beta) peptide in yeast: Primary Screen. yeast expressing A-beta42, growth rescue, OD600, 48 h; response scale: 0% DMSO, 100% iron-clioquinol control. Potency, µM (top dose mostly 46.1 µM), inactives show at the highest dose growth rescue, actives largely listed as activators. 410,000 compounds, 0.063% hits. AID 1347071, 2019; further: potency means the concentration at half of the fitted maximal effect; nearly all actives have a fitted effect of over 55% in size
#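 Growth rescue measured by 600 nm absorbance after 48 h yeast culture at 30 C with compound. Values normalized between DMSO and an equimolar ferric chloride plus clioquinol control.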
# Numbers without * were called inactive; i = inactive; ? = inconclusive; · = no result given; & = joins results of further samples; [ ] = remark or other dose. Unless noted, the call rests on the fitted dose curve; in most records, active means well fitted curve in the direction sought with a large enough effect; inconclusive means small, poorly fitted or top-dose-only effect, or another doubt; inactive means no such curve, though single readings can be large; an effect the other way counts as inactive or inconclusive.
[1] CC(C)C(=O)Nc1cccc(NC(=O)CCN2C(=O)c3ccccc3S2(=O)=O)c1
[2] Cc1nc([N+](=O)[O-])c(C(=O)OCc2cccc(Br)c2)n1C
[3] COC(=O)c1ccc(C(=O)OC)c(NC(=O)CSCc2ccc(Br)cc2)c1
[4] CCCCN(Cc1ccccc1)C(=O)c1oc(=O)c2ccccc2c1-c1ccc(C)cc1
[5] Cc1ccc2nc(CCc3ccc(N)cc3)[nH]c2c1
[6] CCC(C)c1ccccc1NC(=O)C(C)NCCN(C)C (configuration not stated)
Assay by compound | 1 | 2 | 3 | 4 | 5 | 6
PTHR1 ag | -10%[57.5 µM] | i | -25% | ? | -13% | i
MmCpn inh | 3% | -1% | -3% | · | 2% | -1%
GLP-1R inv ag | 1% | 17% | 7.9µM* | -3% | -21% | -2%
TDP43 rescue | -2% | · | -28% | -9% | 6% | 6%
FUS suppressor | -5% | -4% | -7% | 26% | 4% | -23%
aSyn rescue | -3% | 0% | -4% | · | 0% | -12%
HEK293 tox | -7% | -15% | -18% | 3% | -8% | -25%
pAkt inh | i | i | i | · | i | i
Abeta rescue | -18% | 14% | 10% | -10% | 9% | 3%

[7] CCOC(=O)c1ccc(NC(=O)CSCc2ccco2)cc1
[8] CCN(C(=O)CSc1nnnn1-c1ccc(OC)cc1)C1CCS(=O)(=O)C1 (configuration not stated)
[9] N#Cc1cc([N+](=O)[O-])ccc1NC(=O)CSc1n[nH]c(=O)[nH]c1=O
[10] COC(=O)c1ccc2c(c1)N(Cc1cc(C)ccc1C)C(=O)c1ccccc1S2(=O)=O
[11] COc1cc(NC(=O)c2nc3ccccc3nc2N2CCCCC2)cc(OC)c1OC
[12] COc1cc(NC(=S)NCc2cccs2)cc(OC)c1
Assay by compound | 7 | 8 | 9 | 10 | 11 | 12
PTHR1 ag | -2% | -19% | i | -10% | i | -7%
MmCpn inh | 0% | 3% | -1% | · | · | 3%
GLP-1R inv ag | -3% | 6% | 8% | -2% | -16% | 9%
TDP43 rescue | 6% | 17% | -12% | ? | 17% | ?
FUS suppressor | ? | -13% | 27% | 6% | ? | -2%
aSyn rescue | 1% | 0% | -9% | · | · | -1%
HEK293 tox | -18% | 4% | -14% | -10% | -18% | -5%
pAkt inh | i | i | i | · | · | i
Abeta rescue | -21% | 5% | -25% | -10% | -9% | ?

# Rewritten with values under each structure: part of the list above
# Every second line gives: PTHR1 ag	MmCpn inh	GLP-1R inv ag	TDP43 rescue	FUS suppressor	aSyn rescue	HEK293 tox	pAkt inh	Abeta rescue
9	N#Cc1cc([N+](=O)[O-])ccc1NC(=O)CSc1n[nH]c(=O)[nH]c1=O
→ i	-1%	8%	-12%	27%	-9%	-14%	i	-25%
7	CCOC(=O)c1ccc(NC(=O)CSCc2ccco2)cc1
→ -2%	0%	-3%	6%	?	1%	-18%	i	-21%
10	COC(=O)c1ccc2c(c1)N(Cc1cc(C)ccc1C)C(=O)c1ccccc1S2(=O)=O
→ -10%	·	-2%	?	6%	·	-10%	·	-10%
8	CCN(C(=O)CSc1nnnn1-c1ccc(OC)cc1)C1CCS(=O)(=O)C1 (configuration not stated)
→ -19%	3%	6%	17%	-13%	0%	4%	i	5%
11	COc1cc(NC(=O)c2nc3ccccc3nc2N2CCCCC2)cc(OC)c1OC
→ i	·	-16%	17%	?	·	-18%	·	-9%

# Next records:
[13] COc1ccccc1-n1c(SCC(=O)Nc2ccc(C)cc2)nc(O)cc1=O
[14] CC(=O)Nc1ccc(N2C(=O)c3ccc(S(=O)(=O)c4ccc(C(=O)O)cc4)cc3C2=O)cc1
[15] CC1(C)CC(=O)C=C(NCC(O)c2ccccc2)C1 (configuration not stated)
[16] COc1ccc(-c2cc(C)nc3nc(N)nn23)cc1
[17] CCNC(=O)CSc1nc2ccccc2c(=O)n1CCCOC(C)C
[18] COc1ccc(-c2c(C)oc3c(CN4CCOCC4)c(O)ccc3c2=O)cc1
Assay by compound | 13 | 14 | 15 | 16 | 17 | 18
PTHR1 ag | i | -18% | -1% | i | -40%[inhibitor] | i
MmCpn inh | -9% | -8% | 0% | -2% | 0% | -2%
GLP-1R inv ag | 9%&37% | 17% | 1% | 81%[activator] | -15% | -5%
TDP43 rescue | -8%&-13% | -25% | -10% | -17% | 8% | -17%
FUS suppressor | ? | · | -5% | 5% | 12% | 16%
aSyn rescue | -4% | -23% | -10% | -1% | 4% | 0%
HEK293 tox | 0%&24% | 7% | 0% | 17% | -3% | -1%
pAkt inh | i | i | i | i | i | i
Abeta rescue | -9%&3% | 7% | -2% | 0% | 14% | 9%

# (list continues)
item	Molecule	PTHR1 ag	MmCpn inh	GLP-1R inv ag	TDP43 rescue	FUS suppressor	aSyn rescue	HEK293 tox	pAkt inh	Abeta rescue
19	Cc1ccc(O)c(C2=NCCNC(C(F)(F)C(F)F)=C2)c1	i	0%	-5%	0%	10%	4%	-28%	i	11%
20	Cc1ccc(-c2nnc(SCC(=O)N/N=C/c3ccccc3C(=O)O)n2-c2ccc(C)cc2)cc1	4%	0%	10%	2%	-17%	-7%	4%	i	1%
21	COc1ccc(OC)c(C=NNC(=O)NN=Cc2cc(OC)ccc2OC)c1	i	·	10%	0%	-10%	1%	-16%	i	5%
22	CC(=O)Nc1ccc(S(=O)(=O)NCCC(=O)N2CCN(c3ccccc3Cl)CC2)cc1	i	-1%	-10%	6%	5%	-7%	7%	i	-21%
23	CCOC(=O)C(C#N)C(Cc1ccccc1)c1ccco1 (configuration not stated)	-5%[57.5 µM]	-3%	?	-2%	-15%	2%	0%	i	-2%
24	Cc1ccc(F)c(S(=O)(=O)NC(=O)C2(C)CCN2C(=O)CC(c2ccccc2)c2ccccc2)c1 (configuration not stated)	-2%	·	-27%	15%	22%	1%	3%	i	-11%
25	O=C1CCSC2(C(=O)N(Cc3ccc(F)cc3)c3ccccc32)N1c1cccc(F)c1 (configuration not stated)	-16%	·	?	?	?	·	3%	·	-10%
26	COCCNC(=O)c1cc2cc(Br)cc(Br)c2oc1=O	i	1%	1%	-6%[9.22 µM]	-10%	2%	-22%	i	-3%
27	CCCn1c(N)c(C(=O)CSc2nnc3ccccn23)c(=O)n(C)c1=O	i	3%	17%	-15%	-6%	4%	12%	i	-1%
28	C=CCO/N=C(\C)c1c(O)c(C)c(-c2ccccc2)n(-c2ccccc2)c1=O	i	0%	?	-13%	?	10%	-9%	i	-4%
29	CC(C)Cn1c(=O)c(C(=O)NCc2ccccn2)c(O)c2ccccc21	-9%	0%	?	-9%	-3%	-16%	16%	i	-22%
30	CCOC(=O)c1[nH]c(C)c(CCC(=O)NCc2ccc(OC(C)C)cc2)c1C	-25%	·	?	-3%	12%	·	-10%	·	-3%
31	CCc1ccc(N2C(=O)C3C(C2=O)N2CCCN2C3c2ccccc2)cc1 (configuration not stated)	i	-1%	-12%	-14%	-1%	-2%	-3%	i	-6%
32	CCN(CC)C(=O)CC(c1cc(OC)c(OC)c(OC)c1)c1c(O)cc(OC)cc1OC (configuration not stated)	-23%	0%	17%	1%	1%	-2%	2%	i	7%
33	Cc1cc(=O)[nH]c(SCC(=O)NC(c2ccccc2)c2ccccc2)n1	32%	-2%	-23%	-22%	-3%	6%	14%	i	-15%
34	COc1ccccc1C(=O)NC(=O)CSc1nnc(N)s1	-2%	0%	6%	15%	6%	5%	?	i	1%
35	COc1ccc(N(CC(=O)NCc2ccco2)C(=O)CCC(=O)Nc2ccccn2)cc1	i	2%	-1%	?	19%	-2%	4%	i	-9%
36	C=CCNC(=O)CSc1nc2sc3c(c2c(=O)n1CCC)CCC3	i	-1%	2%	19%	-7%	3%	-25%	i	-20%
37	O=C(c1ccccc1)c1ccc(OCC(O)CNCc2cccc(Cl)c2)cc1 (configuration not stated)	?	0%	?	-28%	24%	-14%	-2%	i	-15%
38	Cc1cccc(C(=O)NC(=S)Nc2ccccc2C(=O)O)c1	i	2%	6%	-18%	30%	-13%	5%	i	1%
39	Cn1cccc1/C=N/NC(=O)c1ccn[nH]1	-10%	1%	48%[activator]	-15%	-2%	-1%	11%	i	-5%
40	CCNc1cc(N2CCN(C3CCCCC3)CC2)c2noc3c2c1C(=O)c1ccccc1-3	i	·	8%	17%	-11%	·	-2%	·	-14%
41	CC(C)(C)c1ccc(OCC(=O)N/N=C/c2ccsc2)cc1	-43%	3%	?	-11%	22%	5%	2%	i	-4%
42	CCOC(=O)c1ccccc1NC(=O)CSc1nc2ncccc2o1	0%	·	4%	17%	-8%	·	-5%	·	-8%
43	COc1ccc(/C=N\NC(=O)c2cc3c(ccc4ccccc43)o2)cc1O	i	3%	?	0%	15%	12%	-26%	i	-22%
44	CN(CC(=O)Nc1ccccc1Br)C(=O)C1CCN(C(=O)c2ccc(Cl)cc2)CC1	i	·	3%	8%	11%	-1%	15%	i	-1%

# Only part of the results is shown. The share of hits here may be higher or lower than overall.
